# FAK inh = blocks human focal adhesion kinase activity | Q05397 | biochemical FAK kinase activity assay | inhibition, %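 (tested at 7 µM)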 | 0.84% of 97,000 active; in the data active = inhibition above about 19%;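 also: 0% = DMSO and 100% = reference compound high control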
# Target sequence (Q05397 whole entry, looked up): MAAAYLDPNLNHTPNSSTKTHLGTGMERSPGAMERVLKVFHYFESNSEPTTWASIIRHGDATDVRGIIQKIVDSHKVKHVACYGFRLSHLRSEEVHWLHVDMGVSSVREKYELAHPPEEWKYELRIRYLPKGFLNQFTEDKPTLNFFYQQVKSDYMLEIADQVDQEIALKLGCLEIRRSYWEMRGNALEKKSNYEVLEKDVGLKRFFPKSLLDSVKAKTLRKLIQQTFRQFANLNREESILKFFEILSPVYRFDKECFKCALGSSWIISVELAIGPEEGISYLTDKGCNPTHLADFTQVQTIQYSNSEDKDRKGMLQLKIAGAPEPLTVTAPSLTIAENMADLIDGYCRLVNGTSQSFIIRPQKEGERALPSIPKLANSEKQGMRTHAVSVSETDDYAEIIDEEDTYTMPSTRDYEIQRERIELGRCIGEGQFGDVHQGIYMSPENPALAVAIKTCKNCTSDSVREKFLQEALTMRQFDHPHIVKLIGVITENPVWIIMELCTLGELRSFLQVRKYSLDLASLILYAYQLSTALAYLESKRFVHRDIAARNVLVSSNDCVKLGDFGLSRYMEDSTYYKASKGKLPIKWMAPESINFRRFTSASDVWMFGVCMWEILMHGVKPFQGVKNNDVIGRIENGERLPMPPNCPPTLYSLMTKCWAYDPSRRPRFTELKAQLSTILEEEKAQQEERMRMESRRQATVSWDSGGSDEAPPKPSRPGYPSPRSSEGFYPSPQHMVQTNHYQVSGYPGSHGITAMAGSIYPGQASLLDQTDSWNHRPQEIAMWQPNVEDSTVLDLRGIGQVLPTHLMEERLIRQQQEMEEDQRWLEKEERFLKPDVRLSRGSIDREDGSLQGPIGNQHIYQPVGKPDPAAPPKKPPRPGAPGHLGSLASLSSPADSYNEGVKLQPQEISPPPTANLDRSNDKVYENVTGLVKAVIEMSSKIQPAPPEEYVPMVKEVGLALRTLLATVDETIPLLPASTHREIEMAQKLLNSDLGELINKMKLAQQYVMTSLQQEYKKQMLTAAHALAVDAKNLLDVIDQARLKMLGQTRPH
# CD11b adhes inh = blocks human CD11b/CD18 adhesion to fibrinogen | inhibition, % at 10 µM | AID 1497 | 0.54% of 93,000 active | K562 CD11b/CD18 adhesion to fibrinogen, ATPlite luminescence; Mn2+ added to activate the integrin | P05107+P11215;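 active = primary inhibition of 50% or more at 10 µM, then 40% or more on retest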; also: some results filed as inactive read as strong as hits
# E coli WT exp = E. coli BW25113 growth inhibition, expanded screen; OD600 absorbance; growth inhibition, % at 100 µM; 0.15% of 98,000 active;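 active = growth inhibition above about 50% at one test dose, limit read from the data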;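 also: growth measured after 20 h incubation at 37 °C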
# ERa coact pot = enhances coactivator binding to human estrogen receptor alpha. P03372. TR-FRET ERalpha-LBD/SRC-Cy5 coactivator binding, 2 h; 100 = basal binding, no effect. coactivator binding (% of control), % at 25.6 µM. 1.3% of 86,000 active; in the data active = activity above about 200%;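 also: binding measured in presence of low estradiol as agonist stimulus; 0% = peptide alone without receptor and 100% = receptor with peptide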
# PLAP activator = activators of human placental alkaline phosphatase | 1.2% of 96,000 active | P05187 | purified PLAP enzyme, luminescent substrate read-out; hits give high values | activation fold at 20 µM; in the data active = activation fold above about 2
# ERa SRC1 inh = ER-alpha (human) coactivator binding inhibition; P03372; TR-FRET ER-alpha LBD / SRC-1 peptide, estradiol-bound; inhibition, % at 25.6 µM; 1.7% of 86,000 active; AID 629; in the data active = inhibition above about 50%;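 also: 0% = receptor plus peptide control and 100% = peptide only without receptor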
# MT1-MMP txn act = activates MT1-MMP transcription | activation factor at 10 µM | HT1080 MT1-MMP promoter luciferase reporter, luminescence, overnight; hits give high values | 0.16% of 86,000 active;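 active = activation factor of at least 2 for MT1-MMP transcription at 10 µM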
# CD11b adhes enh = increases human CD11b/CD18 adhesion to fibrinogen | P05107+P11215 | activation, % at 10 µM | 0.07% of 93,000 active | K562 CD11b/CD18 adhesion to fibrinogen, ATPlite luminescence;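 active = 10 µM primary screen giving 50% or more activity, confirmed by 40% or more on retest at that dose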; also: strong numbers were not always called active; reference of the scale not given here
# ERb coact inh = ER-beta (human) coactivator binding inhibition. Q92731. TR-FRET ER-beta LBD / SRC1-Cy5 peptide binding; receptor agonist-loaded with 1 µM estradiol. inhibition, % at 25.6 µM. 1.3% of 86,000 active;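 active = compounds whose percent inhibition of the receptor-coactivator binding signal exceeds about 50% in the single-dose screen, limit read from the data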;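 also: 0% = receptor plus peptide wells without compound and 100% = peptide-only wells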
# Active calls of the source: *; / = no result given; [ ] = another dose, or the depositor's remark.
SMILES,FAK inh,CD11b adhes inh,E coli WT exp,ERa coact pot,PLAP activator,ERa SRC1 inh,MT1-MMP txn act,CD11b adhes enh,ERb coact inh
O=C(Cn1cnc2c(nnn2Cc2ccc(F)cc2)c1=O)N1CCCCC1,3,-15,-4,98,1,-16,1.1,0,-12
COc1ccc(CCNC(=O)CSc2nncn2N)cc1OC,-3,-3,3,93,1,2,1,0,3
O=C(Cc1cccs1)N(c1ccccc1)C1C=CS(=O)(=O)C1 (stereo unspecified),-3,-6,-2,72[fluorescence artefact?],1.2,27[fluorescence artefact?],1.1,1,37[fluorescence artefact?]
CCOC(=O)c1cc(C)sc1NC(=O)c1ccc(Cl)s1,1,-1,-6,130,1,3,1,-2,14
Cc1onc(-c2ccccc2Cl)c1C(=O)NCCN1Cc2ccccc2C1=O,1,7,-2,95,1.5,-9,1.1,-2,-9
CCOc1ccc(OCC)c(Nc2cc(C)nc3nc(C)nn23)c1,/,/,/,116,/,-4,1.1,/,3
O=C(CN1CCCC1)NCC1(c2ccccc2)CCOCC1,3,0,5,121,1.1,-1,1.1,-2,-3
Cc1ccc(-c2nnn(CC(=O)N(CCO)C(C(=O)NC(C)(C)C)c3ccncc3)n2)cc1 (stereo unspecified),2,-3,-1,101,1.5,1[fluorescence artefact?],1.3,2,-1[fluorescence artefact?]
C=CCn1c(SCC(=O)Nc2ncc(Cc3cc(Cl)ccc3Cl)s2)nnc1-c1ccncc1,2,-9,-1,/,1,/,/,7,/
Cc1cccc(NC(=O)CSc2nnc(CSc3nc(C)cc(C)n3)o2)c1,-2,6,2,113,1.1,-7,1.1,0,-11
COc1ccc(CN(Cc2nc3ccccc3c(=O)[nH]2)C(=O)C(C)(C)C)cc1,2,-7,-6,105,1,1[fluorescence artefact?],1.2,-2,5[fluorescence artefact?]
CCCCNc1nc2ccccc2nc1NS(=O)(=O)c1cccs1,-2,11,8,118[fluorescence artefact?],1,-2,1.1,-2,-11
Cc1cc(C)c(C#N)c(SCS(=O)Cc2ccccc2)n1 (stereo unspecified),-1,-16,5,115,1,-3,1.2,-1,-8
Cc1ccc(OCCCNCCO)c(Br)c1,0,-6,-5,90,1.3,5,0.9,-2,1
CC(CC(=O)NC1CCCC1)c1ccccc1 (stereo unspecified),-8,/,-3,119,1.1,0,1,/,-4
C=C(C)c1cccc(C(C)(C)NC(=O)N2CCN(C)CC2)c1,-3,-17,2,102[fluorescence artefact?],1.4,-9[fluorescence artefact?],1.1,17,-5[fluorescence artefact?]
O=C(Cn1cnc2c(cnn2-c2ccc(F)cc2)c1=O)N1CCN(c2ccccc2F)CC1,-3,-10,-11,119[fluorescence artefact?],0.9,4,1.1,0,-4
CC1CC(C)CN(CCCNC(=O)CCNC(=O)Cn2ccc3ccccc3c2=O)C1 (stereo unspecified),0,-4,2,123[fluorescence artefact?],1.5,4[fluorescence artefact?],1.1,0,4[fluorescence artefact?]
Cc1cc(NC(=O)COc2ccc(N(C)S(=O)(=O)c3ccccc3)cc2)no1,-1,4,-5,110,1,-9,1.2,2,-14
Oc1ccc2ccccc2c1C=Nc1ccc(N2CCOCC2)cc1,46*,-6,-2,90[fluorescence artefact?],1.1,13,1.2,0,10
COc1nnc(-c2ccc(N3CCCCC3)c(NC(C)=O)c2)c2ccccc12,20*,-6,9,83,1.7,-3,1.1,6,-4
CCOC(=O)N1CCN(C(=O)C2CCN(S(=O)(=O)N(CC)CC)CC2)CC1,-8,-2,5,129,1.1,-14,1.1,-3,-7
O=S(=O)(c1ccc(Br)cc1)c1nc(-c2ccccc2)oc1NCc1cccnc1,4,-10,-10,183[fluorescence artefact?],1,15,1.1,1,12[fluorescence artefact?]
Cc1cc(C)n(C(CC(=O)N2CCc3ccccc3C2)C(=O)O)n1 (stereo unspecified),1,-11,-1,109,1,0,1.1,-2,3
CCc1ccc(S(=O)(=O)NCc2csc(C)n2)s1,-2,/,/,108,/,-7,1,/,-8
Cc1ccc(C(=O)Nc2ccc(Cl)cn2)cc1S(=O)(=O)N1CCOCC1,-1,43,-4,127,0.9,2,1.8,-1,9
Cc1cc(C(=O)OCC(=O)N2CCc3ccccc32)c(C)o1,/,6,2,84,0.9,-3,1.2,2,0
COc1ccc(-c2nnc(SCC(=O)N3CCOCC3)o2)cc1OC,/,2,-3,94,1.1,2,1.1,1,-11
CN(C)S(=O)(=O)N1CCN(CC(O)COc2ccc3cc(Br)ccc3c2)CC1 (stereo unspecified),0,5,-2,119[fluorescence artefact?],1.4,0,1,-3,-6
Cc1ccc(SC(c2ccccc2)C(Cn2cncn2)C(=O)c2ccccc2)cc1 (stereo unspecified),-1,-4,-3,/,0.9,/,/,-3,/
Cc1nn(-c2ccccc2)c(C)c1C(=O)Nc1nnc(-c2ccco2)o1,-6,-44,3,118,1.5,1[fluorescence artefact?],1.2,-1,4[fluorescence artefact?]
Cc1ccc(N2CC(C(N)=O)CC2=O)cc1 (stereo unspecified),-1,-6,8,99,1,-1[fluorescence artefact?],1.2,1,2[fluorescence artefact?]
CCOC(=O)c1ccc(S(=O)(=O)N2CCN(CC3CC=CCC3)CC2)cc1 (stereo unspecified),-1,-12,-1,111,1.2,3,0.9,-1,0
CCn1c(SCC(=O)Nc2ccc(S(=O)(=O)Nc3onc(C)c3C)cc2)nnc1-c1ccccc1,-4,-15,6,108,1.6,13[fluorescence artefact?],1.3,6,1[fluorescence artefact?]
CCCn1nnnc1NC(=O)c1cccs1,-9,/,27,103,1,0,1.2,/,-2
Cc1cc(C)nc(SCC2COc3ccccc3O2)n1 (stereo unspecified),6,-1,-5,96,1.1,6[fluorescence artefact?],1.3,2,6[fluorescence artefact?]
COc1cc(C2C(C#N)=C(N)Oc3cc(C)n(Cc4ccccn4)c(=O)c32)cc2c1OCO2 (stereo unspecified),/,/,/,95,/,0,1.1,/,9[fluorescence artefact?]
CCOC(=O)c1c(NC(=O)c2ccnn2C)sc(C)c1C,-2,/,/,151,/,22,0.9,/,23
O=C(CC1CCCCC1)NCc1cn2ccsc2n1,-3,-11,-8,109,0.9,-3,1.2,-2,31[fluorescence artefact?]
CCn1c(COc2ccccc2)nnc1SCC(=O)NC1CCCCC1,1,-17,-6,108,1.1,6[fluorescence artefact?],0.9,-5,7[fluorescence artefact?]
COC(=O)CNC(=O)c1c(-c2c(Cl)cccc2Cl)noc1C,-1,-20,-5,109,1,-6,/,2,-18
CC(C)=CCC(C)(C)C1OCCN1C(=O)c1ccccc1 (stereo unspecified),-1,2,7,112,1,-3,1,2,1
CC(=O)N1C(=O)C2(C(C#N)=C(N)Oc3c2c(C)nn3-c2ccccc2)c2ccccc21 (stereo unspecified),7,-10,6,106,1,4,1.1,5,5
C[C@H](N)c1nnc(SCc2ccc(Cl)cc2Cl)o1,4,12,6,103,1.2,14[fluorescence artefact?],1.1,2,-2[fluorescence artefact?]
CCOC(=O)N1CCN(C(=O)c2cc(-c3ccc(F)cc3)[nH]c2C)CC1,2,/,4,119,1.3,-7,1.5,/,-9
CC(C)OCCCNC(=O)c1cc2c(s1)CS(=O)(=O)C2,-1,-27,3,120,1.1,2,1.1,0,-5
CCSc1nnc(-c2cccnc2)n1Cc1ccco1,0,0,0,91,0.9,-2,1.1,-3,11
CCN(CC)c1cccc(OC2=NS(=O)(=O)c3ccccc32)c1,4,-6,5,18[fluorescence artefact?],1.2,83*[fluorescence artefact?],1.1,0,25[fluorescence artefact?]
Cc1cc(C)cc(NC(=O)NCc2nnc(SCc3ccccc3)n2C)c1,5,-4,8,90,1.3,4,1.1,-3,0
CCOC(=O)c1sc2nc(C)cc(C)c2c1N,/,2,1,134,1.1,-7,1.3,-2,-7
CCCC(=O)Nc1ccc(NC(=O)c2ccccc2OC)cn1,0,4,-4,122,1.2,4[fluorescence artefact?],1.2,0,-6
Cn1c(NC(=O)c2ccccc2NC(=O)C(C)(C)C)nc2ccccc21,8,-13,-1,107,1.9,8,1.1,2,8[fluorescence artefact?]
CCSc1nnc(NC(=O)CSc2nnc(Cc3cccn3C)n2CCc2ccccc2)s1,-9,-8,-8,/,1.3,/,1,2,/
Nc1nc2nc(-c3ccccc3)cc(=O)n2[nH]1,-1,-30,-4,103,0.9,-15[fluorescence artefact?],1.2,-3,-20
Cn1c(CCN2CCN(c3ccccc3)CC2)nc2cc(NC(=O)c3ccco3)ccc21,6,-11,7,119,1.5,-7,1.3,-4,-7
CC1=C2C(CCS2(=O)=O)CC2(C1)C(=O)OC(C)(C)OC2=O (stereo unspecified),-3,-16,1,84,0.9,2,1.1,-1,17
CC1(C)S/C(=N/N=C/c2cccs2)NC1=O,-4,0,7,/,1,/,/,-5,/
CCN(CC)c1nc(SCCOC(=O)Nc2ccccc2)nc(N(CC)CC)n1,0,/,/,115,/,-14,1.2,/,-2
O=C1c2cccc3c([N+](=O)[O-])ccc(c23)C(=O)N1c1ccccn1,5,19,4,/,1.1,/,/,0,/
COc1ccccc1-c1ccc(NC2CCCC2)nn1,0,/,/,81[fluorescence artefact?],/,14[fluorescence artefact?],2.1*,/,23

# Some of the entries so far, with bars between the fields.
smiles | FAK inh | CD11b adhes inh | E coli WT exp | ERa coact pot | PLAP activator | ERa SRC1 inh | MT1-MMP txn act | CD11b adhes enh | ERb coact inh
CCOC(=O)c1cc(C)sc1NC(=O)c1ccc(Cl)s1 | 1 | -1 | -6 | 130 | 1 | 3 | 1 | -2 | 14
COC(=O)CNC(=O)c1c(-c2c(Cl)cccc2Cl)noc1C | -1 | -20 | -5 | 109 | 1 | -6 | / | 2 | -18
CCn1c(SCC(=O)Nc2ccc(S(=O)(=O)Nc3onc(C)c3C)cc2)nnc1-c1ccccc1 | -4 | -15 | 6 | 108 | 1.6 | 13[fluorescence artefact?] | 1.3 | 6 | 1[fluorescence artefact?]

# New compounds follow.
SMILES,FAK inh,CD11b adhes inh,E coli WT exp,ERa coact pot,PLAP activator,ERa SRC1 inh,MT1-MMP txn act,CD11b adhes enh,ERb coact inh
O=C(CCn1cnc2ccccc2c1=O)Nc1ccc(Cl)c(Cl)c1,0,2,-17,108,0.8,4[fluorescence artefact?],0.9,-2,-3
O=C(Cc1ccc2c(c1)CCCC2)Nc1ccccc1Br,-2,-27,-1,/,0.9,/,/,-4,/
CCOC(=O)c1ccc(Nc2ccc(-c3ccc(OC)c(OC)c3)nn2)cc1,6,2,-14,156,0.9,-8,0.9,-3,0
Cc1cc(NC(=O)COC(=O)COc2cccc3c2OC(C)(C)C3)no1,-4,6,2,/,1.1,/,1.2,-2,/
CC1(C)Cc2c(C#N)c(N3CCOCC3)nc(-c3ccccc3)c2CO1,2,/,-9,84,/,6,1.2,/,18
CSc1nnc(NC(=O)C2CCCCC2)s1,/,-6,0,85,1.1,-1[fluorescence artefact?],1.2,0,5[fluorescence artefact?]
O=C(CSc1nnc2scc(-c3ccccc3)n12)NCc1ccc2c(c1)OCO2,-2,-3,1,96,0.9,-10,1.2,-1,3
Fc1cccc(Cl)c1Cn1nnc(-c2ccc3c(c2)OCO3)n1,0,7,-8,73[fluorescence artefact?],0.9,2,1.2,3,-1
O=C(CSc1ncnc2ccccc12)NCCCO,-8,0,0,124,0.9,4,0.9,-3,-15
CCc1cc(=O)oc2cc(C)cc(OCc3nn[nH]n3)c12,-1,1,2,99,0.9,2[fluorescence artefact?],1.1,-2,0[fluorescence artefact?]
CCn1c(SCc2nnc(-c3ccccc3)o2)nc2c1c(=O)n(C)c(=O)n2C,/,5,/,107,0.7,2,1,0,-7[fluorescence artefact?]
Cc1nnc(SCC(=O)N2CC(=O)Nc3ccccc32)n1C,0,-20,2,91,0.9,-4,1,-5,8
COc1ccc2nc(NC(=O)c3ccc(Br)s3)sc2c1,-24,-49,-22,168[fluorescence artefact?],0.9,-7,1.3,0,-1

# Some of the entries so far, as tab-separated lines:
Compound	FAK inh	CD11b adhes inh	E coli WT exp	ERa coact pot	PLAP activator	ERa SRC1 inh	MT1-MMP txn act	CD11b adhes enh	ERb coact inh
COc1ccc2nc(NC(=O)c3ccc(Br)s3)sc2c1	-24	-49	-22	168[fluorescence artefact?]	0.9	-7	1.3	0	-1
CCc1cc(=O)oc2cc(C)cc(OCc3nn[nH]n3)c12	-1	1	2	99	0.9	2[fluorescence artefact?]	1.1	-2	0[fluorescence artefact?]

# Bioassay records: PubChem BioAssay, several laboratories
